# phage Ecoli inh: growth loss of phage-infected E. coli, primary screen, RecBCD inhibitor project, absorbance, with phage, HTS; inhibition, % at 11.9 µM; 360,000 tested, 0.26% active; in the data active = inhibition above about 11%
# Active calls of the source: *; & = joins results of further samples.
entry	structure	phage Ecoli inh
1	CC(C)c1ccc(NC(=O)C2Cc3c(-c4ccc5c(c4)OCO5)ccnc3O2)cc1 (stereo unspecified)	2.8
2	CN1CCn2cnc(C(=O)NCc3ccc(CNC(=O)OC(C)(C)C)cc3)c2C1=O	1.3
3	CC(C)NC(=O)C1(C)CSCC(=O)N1Cc1cccs1 (stereo unspecified)	0.2
4	O=C(NCc1ccccc1)[C@@H]1CCCN1C(=O)[C@H]1CCCN1C(=O)c1cc(F)cc(F)c1	0.1
5	COc1cccc(NC(=O)C2(C)CCN2C(=O)CCc2ccc(Cl)cc2Cl)c1 (stereo unspecified)	-0.9
6	COc1cc(OC)cc(-c2c(Sc3ccccc3)c3cc(-c4ccc(OC)c(F)c4)ccc3n2C)c1	1.4
7	CCCCNC(=O)C1(C)CCCCN1C(=O)c1sccc1C (stereo unspecified)	2.2
8	C[C@@H](c1ccccc1)N1C[C@@H](COCc2ccccc2)Oc2cc(N3CCC[C@H]3CO)ccc2S1(=O)=O	1.6
9	O=C(C(=O)N1CCC(CNC(=O)c2cccs2)CC1)c1cc2ccccc2o1	3.0
10	Cc1cccc(C)c1N1C(=O)c2ccccc2NC(=O)C1C(=O)NCc1ccco1 (stereo unspecified)	4.6
11	O=C1NC[C@@H](CCCCN2CCN(CCc3ccccc3)C(=O)C2=O)N(Cc2ccccc2)C1=O	0.7
12	CCc1nc2c(OCCOc3ccc(F)cc3)cccn2c1N(C)C(=O)c1cccs1	-0.2
13	COC(=O)[C@@]12C[C@@H](CC(=O)NCCCN3CCCC3=O)C(=O)N(Cc3ccco3)C1=CCC(C)(C)C2	-0.6
14	OC(c1ccccc1)c1nc(-c2cccc3cccnc23)cs1 (stereo unspecified)	3.1
15	O=C(Nc1ccc(Cl)cc1)OCC12COCN1COC2	0.4
16	Cc1ccc(Cc2c(-c3cccc(Br)c3)nc3cc(C)c(Br)c(C)n23)cc1	1.0
17	CCOC(=O)[C@]12CCCC=C1N(CCC1=CCCCC1)C(=O)[C@H](CC(=O)NCc1ccccc1)C2	-0.3
18	CC1(Cc2ccccc2OC(F)(F)F)C(=O)Nc2cc(-c3ccccc3Cl)ccc21 (stereo unspecified)	1.0
19	CCOC(=O)C1(C)CCN1C(=O)c1ccccc1Br (stereo unspecified)	1.6
20	CC(C)NC(=O)C1(C)CSCC(=O)N1CC(F)(F)F (stereo unspecified)	1.6
21	O=C(NCc1ccccc1)c1cc(C2CCCN(C(=O)CCCc3ccccc3)C2)on1 (stereo unspecified)	0.9
22	COC(=O)c1cc2c(c3c4cc(F)ccc4n(S(=O)(=O)c4cccc(C)c4)c13)C(=O)N(Cc1ccc(N(C)C)cc1)C2	1.9
23	Cn1ccc2c(-c3ccc(C(C)(C)C)cc3)cc3c(c21)C1CCC3C1 (stereo unspecified)	2.1
24	COc1ccc(NC(=O)c2cc(C3CCCCN3S(=O)(=O)c3cn(C)cn3)on2)c(C)c1 (stereo unspecified)	1.2
25	CCN(CC)C(=O)c1ccc(Cc2cn(C)c3ccccc23)nc1	3.9
26	COc1ccc(CCNC(=O)Nc2ccc3nc([C@@H]4O[C@H](CO)[C@@H](O)[C@H](O)[C@H]4O)[nH]c3c2)cc1Br	0.8
27	O=C(NCc1ccc(F)cc1)c1cc(C2CCCCN2C(=O)c2ccc3c(c2)CCO3)on1 (stereo unspecified)	0.4
28	CC(C)NC(=O)N1Cc2cc(C(=O)NC3CCCC3)nc(-c3cccc(-c4cccnc4)c3)c2[C@@H]1CCO	1.6
29	Cc1ccc2nc(C(C)(C)C)c(Cc3ccsc3)n2c1	-0.4
30	CCCNC(=O)C1(C)CCCN(C(=O)COc2ccc(C(C)(C)C)cc2)C1 (stereo unspecified)	2.6
31	COc1ccccc1Cc1c(-c2ccc(OC)c(OC)c2)nc2c3ccccc3ccn12	0.2
32	CC(C)C[C@@H]1COc2cc(N(C)CCO)ccc2S(=O)(=O)N1	0.1
33	CCOC(=O)C1(C)CCCCN1C(=O)c1cccc(Cl)c1 (stereo unspecified)	3.6
34	CCOC1=C2[C@H](c3cccs3)N(S(=O)(=O)c3ccc(C)cc3)C[C@H]2n2c(=O)n(-c3ccccc3)c(=O)n2C1	3.1
35	C[C@H]1COc2cccc(NCCO)c2S(=O)(=O)N1	4.4
36	O=C(NCc1ccncc1)[C@@H]1CCCN1C(=O)[C@@H]1CCCN1C(=O)c1cccs1	1.3
37	Cc1cc(F)ccc1C(O)c1ncc(-c2ccccc2F)[nH]1 (stereo unspecified)	2.8
38	CCCCNC(=O)c1ccc(Cc2cn(C)c3ccccc23)nc1	2.0
39	c1cncc(CN2CCN(c3cc(-c4cnc5ccccc5c4)nc4ccnn34)CC2)c1	6.8
40	Cc1ccc(S(=O)(=O)N2CC3C(=O)C[C@@H](c4ccccc4)N(S(=O)(=O)c4ccc(CCCOCCOCCNC(=O)OC(C)(C)C)cc4)C3CC2c2ccccc2)cc1 (stereo partly specified)	2.1
41	COc1cc(Cl)ccc1OC1(C)CCN(Cc2ccc(-c3ccccn3)cc2)C1 (stereo unspecified)	3.2
42	COC[C@@H]1CCCN1c1ccc2c(c1)O[C@@H](COCc1ccccc1)CN([C@H](C)c1ccccc1)S2(=O)=O	-1.5
43	OC[C@@H]1CN(Cc2ccc3c(c2)OCO3)C[C@H](n2cnc3c(NC4CC4)ncnc32)O1	1.0
44	CCOC(=O)C1=CCC(c2ccccc2)N(S(=O)(=O)c2ccc(C)cc2)[C@H]1CC (stereo partly specified)	1.6
45	CCOC(=O)C1=CCN(S(=O)(=O)c2ccc(Cl)cc2)C1c1ccccc1 (stereo unspecified)	0.9
46	COc1ccccc1Cc1c(-c2ccccc2)nc2ccc(C)cn12	4.2
47	COC(=O)C(C(=O)OC)C1CCCCC1NS(=O)(=O)c1ccc(C)cc1 (stereo unspecified)	2.5
48	O=C(NCC[C@H]1CC[C@@H](NC(=O)C2CCOCC2)[C@@H](CO)O1)Nc1ccc(Cl)cc1	1.6
49	CCCC(=O)Nc1cccc(NC(=O)Cc2ccc(Cl)cc2)c1	2.1
50	COc1cccc(-c2cnc(C(O)c3cc(C)c(OC)c(C)c3)[nH]2)c1 (stereo unspecified)	1.9
51	O=C(NC1CCCC1)C1C(c2ccc(C(F)(F)F)cc2)=Nc2ccccc2N1C(=O)c1cccc(C(F)(F)F)c1 (stereo unspecified)	1.3
52	COc1ccc(S(=O)(=O)N2CCC[C@@H]2C(=O)N2CCC[C@H]2C(=O)NCc2ccncc2)cc1C	0.7
53	Cc1ccc(CNC(=O)[C@H]2O[C@@H](n3ccc(N)nc3=O)[C@H](O)[C@@H]2O)o1	2.4
54	c1ccc(CNc2nc(NCc3ccccc3)c3sccc3n2)cc1	8.6
55	Cc1ccc(OCCN2CCC2(C)C(=O)NCc2cccc3ccccc23)cc1 (stereo unspecified)	2.3
56	COC(=O)[C@]12CCCCC=C1N(CCc1ccc(OC)c(OC)c1)C(=O)[C@H](CC(=O)NCc1ccc(OC)c(OC)c1)C2	4.6
57	CCCCNC(=O)c1nc(C2CCN(S(=O)(=O)c3ccc(Cl)cc3)CC2)oc1-c1ccccc1	1.4
58	CCOC1=C2[C@@H](CN(S(=O)(=O)c3ccc(C)cc3)[C@H]2c2cccs2)[C@H]2C(=O)N(c3ccccc3)C(=O)[C@H]2C1	1.3
59	CCSc1ccc(-c2cc(NC=O)c3ncc(-c4cc(OC)c(OC)c(OC)c4)n3c2)cc1	-1.6
60	Cc1cccc(C)c1NC(=O)C(c1ccc(-c2ccccc2)cc1)n1c(=O)c(-c2cc3ccccc3[nH]2)nc2ccccc21 (stereo unspecified)	1.9

# Next part:
entry	structure	phage Ecoli inh
61	COCCNc1nc(NC(C)C)nc2ccsc12	1.5
62	CCOC1=C2CN(S(=O)(=O)c3ccc(C)cc3)[C@@H](c3ccc(CC)cc3)C[C@H]2[C@H]2C(=O)N(c3ccccc3)C(=O)[C@H]2C1	-0.2
63	CCCCCNC(=O)C(CCc1ccccc1)n1c(=O)c(-c2ccccc2)nc2ccccc21 (stereo unspecified)	3.5
64	COc1ccc(-c2ccc(C(=O)Nc3cccc(F)c3)c3occc23)c(C)c1	3.3
65	Cc1cccc(C)c1-n1nnnc1C1c2ccccc2C(=O)N1CCOc1ccccc1 (stereo unspecified)	0.2
66	COC(=O)C1=C(C)N(Cc2ccccc2C(F)(F)F)C(=NCc2ccccc2C(F)(F)F)NC1c1cccc(C(F)(F)F)c1 (stereo unspecified)	4.4
67	CCCCn1nnnc1C(c1cc2ccccc2o1)N1CCN(CC(=O)N2CCCC2)CC1 (stereo unspecified)	2.1
68	COCCN1C(=O)[C@H]2C[C@@]13O[C@H](c1ccc(C(F)(F)F)cc1)N=C3C[C@H](c1ccccc1)[C@H]2C	1.6
69	COc1ccc(CN2C(=O)CN(S(C)(=O)=O)CC2(C)C(=O)NC(C)C)cc1OC (stereo unspecified)	1.8
70	COc1cccc(C(=O)N[C@@H](Cc2cccnc2)C(=O)N2CCC[C@H]2C(=O)NCc2ccccc2)c1	1.6
71	CN1CCN(C(c2ccccc2)c2nnnn2C(C)(C)C)CC1 (stereo unspecified)	-1.8
72	CSc1ccc(Cn2c(C)c(C(=O)NCc3ccc4c(c3)OCCO4)sc2=O)cc1	2.4
73	COCCNC(=O)C1(C)CCCN(C(=O)c2c(-c3ccccc3)noc2C)C1 (stereo unspecified)	-1.6
74	Cc1cccc(C)c1NC(=O)C1(C)CSCC(=O)N1CC(C)C (stereo unspecified)	1.6
75	COc1cccc(C(C(=O)NC2CCCC2)N2CCN(c3cc(C)nc4ccccc34)CC2)c1OC (stereo unspecified)	0.5
76	CC1(C(=O)Nc2cccc3cccnc23)CCN1C(=O)CC1CC1 (stereo unspecified)	0.2
77	CCc1nc2c(OCc3ccc(OC)cc3)cccn2c1N(C)C(=O)c1ccncc1	-0.2
78	Cc1nc2ccc(C(=O)Nc3cccc(OCC(=O)N(C)C)c3)cn2c1N(C)CC1CCCCC1	1.9
79	C[C@@H]1COc2cccc(NCCO)c2S(=O)(=O)N1	2.5
80	COc1ccc(CC(N)c2csc(Nc3nc(C)cnc3C)n2)cc1 (stereo unspecified)	-1.2
81	CC(C)(C)S(=O)N1Cc2cc(C(=O)Nc3ccc(-c4ccccc4)cc3)nc(-c3cccc(-c4cc5ccccc5o4)c3)c2[C@@H]1CCO (stereo partly specified)	3.1
82	CN(Cc1ccccc1)C(=O)c1ccc2sc([C@H]3C[C@H](O)[C@@H](CO)O3)nc2c1	1.6
83	CCc1ccc2c(F)cccc2n1	-0.2
84	CCOC(=O)C1=CCN(S(=O)(=O)c2ccccc2C)C1c1cccc(C)c1 (stereo unspecified)	-0.2
85	CCN(C)C1CN(Cc2cn(Cc3ccc(C)cc3)nn2)S(=O)(=O)C1 (stereo unspecified)	-1.4
86	Cc1ccccc1S(=O)(=O)NC(=O)C1(C)CCN1C(=O)CCc1cccs1 (stereo unspecified)	2.9
87	C#CCNC(=O)C[C@H]1C[C@@]2(C(=O)OC)C(=C[C@H](C(C)(C)C)O[C@@H]2C)N(CCCCCCCC)C1=O	0.2
88	COC(=O)[C@]12CCCCC=C1N(Cc1ccc3c(c1)OCO3)C(=O)[C@H](CC(=O)N1CCN(C(=O)c3ccco3)CC1)C2	1.4
89	O=C(NC1CCN(Cc2ccccc2)CC1)c1[nH]c(C(F)(F)F)nc1-c1ccccc1	3.6&-1.2
90	CCc1nc2c(OCc3ccc(F)c(F)c3)cccn2c1N(C)C(=O)c1ccc(C)cc1	-1.4

# As entered above:
# In phage Ecoli inh, compound 66 has 4.4
# In phage Ecoli inh, compound 90 has -1.4
# In phage Ecoli inh, compound 62 has -0.2
# In phage Ecoli inh, compound 80 has -1.2
# In phage Ecoli inh, compound 72 has 2.4
# In phage Ecoli inh, compound 70 has 1.6

# Some of the entries so far, field by field:
65) Cc1cccc(C)c1-n1nnnc1C1c2ccccc2C(=O)N1CCOc1ccccc1 (stereo unspecified)
- phage Ecoli inh = 0.2

78) Cc1nc2ccc(C(=O)Nc3cccc(OCC(=O)N(C)C)c3)cn2c1N(C)CC1CCCCC1
- phage Ecoli inh = 1.9

# (list continues)
entry	structure	phage Ecoli inh
91	CC1(C(=O)NCc2ccccc2)Cc2c(-c3ccc4c(c3)OCO4)ccnc2O1 (stereo unspecified)	1.9
92	Cc1cccc(C)c1NC(=O)C1c2ccccc2OCC(=O)N1CCc1ccccc1 (stereo unspecified)	2.5
93	CC(=O)Nc1cc(-c2ccc(C(=O)N3CCOCC3)cc2)cn2c(-c3cccc(C(F)(F)F)c3)cnc12	1.3
94	Oc1ccc(C[C@H]2CN([C@@H](Cc3ccccc3)CN3CCC[C@@H]3CN3C(=S)NC[C@@H]3Cc3ccccc3)C(=S)N2CC2CCCCC2)cc1	7.9
95	C[C@@H]1COc2cc(N3CCN(Cc4ccccc4F)CC3)ccc2S(=O)(=O)N1	1.4
96	CCOC(=O)C1CCCN(C(=O)c2ccc(F)c(C)c2)CC1 (stereo unspecified)	0.8
97	Cc1ccc(C(O)c2ncc(-c3cccc4ccccc34)[nH]2)c(C)c1 (stereo unspecified)	-0.2
98	CCCCNC(=O)c1[nH]c(C2CCNCC2)nc1-c1cccc(C(F)(F)F)c1	2.2
99	COc1ccc(CN2C(=O)CSCC2(C)C(=O)Nc2c(C)cccc2C)cc1 (stereo unspecified)	1.4
100	CC(=O)Nc1cc(-c2ccccc2F)cn2c(-c3cccc(C(F)(F)F)c3)cnc12	-0.5
101	Cc1ccc(Cn2c(C)c(C(=O)NCC(C)C)sc2=O)cc1	0.8
102	CC(C)[C@H](NC(=O)OC(C)(C)C)c1cc(C(=O)N(C)CCN(C)C)c(N)s1	0.6
103	CC(C)n1c(=O)c2ccccc2n1C(=O)c1ccccc1	1.6
104	O=NN(CCF)C(=O)NC1CCS(=O)(=O)CC1	2.2

# An excerpt from above in order of the phage Ecoli inh value, falling:
cpd | Compound | phage Ecoli inh
94 | Oc1ccc(C[C@H]2CN([C@@H](Cc3ccccc3)CN3CCC[C@@H]3CN3C(=S)NC[C@@H]3Cc3ccccc3)C(=S)N2CC2CCCCC2)cc1 | 7.9
98 | CCCCNC(=O)c1[nH]c(C2CCNCC2)nc1-c1cccc(C(F)(F)F)c1 | 2.2
99 | COc1ccc(CN2C(=O)CSCC2(C)C(=O)Nc2c(C)cccc2C)cc1 (stereo unspecified) | 1.4
93 | CC(=O)Nc1cc(-c2ccc(C(=O)N3CCOCC3)cc2)cn2c(-c3cccc(C(F)(F)F)c3)cnc12 | 1.3
102 | CC(C)[C@H](NC(=O)OC(C)(C)C)c1cc(C(=O)N(C)CCN(C)C)c(N)s1 | 0.6

# Bioassay records (PubChem)

# Not all compounds are listed, so the mix of outcomes need not match the whole.
